Source: PubChem BioAssay (several laboratories)
M4 antag – blocks acetylcholine activation of human M4 receptor; P08173; CHO-hM4 cells, ACh EC80, Fluo-8 calcium fluorescence; inhibition, % at 3 µM; actives 0.73% (n = 360,000); AID 624125;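 active = inhibition above its plate's cutoff, the mean inhibition of sample wells plus 3 SD, cut at about 27% in these data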;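 also: 0% = acetylcholine EC80 with DMSO and 100% = DMSO without agonist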
Target sequence (P08173 whole entry, looked up): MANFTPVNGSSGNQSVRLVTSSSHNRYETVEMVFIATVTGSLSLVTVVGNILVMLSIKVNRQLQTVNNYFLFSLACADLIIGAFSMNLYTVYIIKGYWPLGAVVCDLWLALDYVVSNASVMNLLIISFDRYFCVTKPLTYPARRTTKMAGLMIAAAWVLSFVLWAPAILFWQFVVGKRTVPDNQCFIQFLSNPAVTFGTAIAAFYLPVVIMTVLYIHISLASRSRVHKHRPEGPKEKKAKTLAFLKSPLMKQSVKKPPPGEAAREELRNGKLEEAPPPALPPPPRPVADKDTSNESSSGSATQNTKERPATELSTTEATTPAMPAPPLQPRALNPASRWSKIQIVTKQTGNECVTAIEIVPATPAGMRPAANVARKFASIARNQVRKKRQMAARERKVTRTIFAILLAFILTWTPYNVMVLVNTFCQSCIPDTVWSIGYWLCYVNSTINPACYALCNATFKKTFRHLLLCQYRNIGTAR
CHRM4 agonist – agonists of human muscarinic M4 receptor (CHRM4); AID 624127; CHO-K1 hM4/Gqi5, Fluo-8 calcium fluorescence; vehicle 0%, full acetylcholine response 100%; P08173; actives 0.14% (n = 360,000); activation, % at 3 µM;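 active = activation above the run mean over all test wells plus 3 SD, cut at about 32% in these data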;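 also: peak over basal fluorescence ratio per well then scaled between controls; 0% = DMSO wells and 100% = acetylcholine at EC100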
M5 PAM – potentiates acetylcholine response at human M5 receptor. CHO-K1 hM5, Fluo-8 calcium, ACh EC20 PAM; 0% = ACh EC20, 100% = ACh EC100. activation, % at 3 µM. actives 0.3% (n = 360,000). AID 624038;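 active = activation above the run cutoff, the mean activation of all test compounds plus 3 SD, cut at about 18% in these data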
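Assay system: CHO-K1 hM5 cells. Also added: acetylcholine at EC20 concentration, added after compound. Dosing: 3 µM, single dose. Times: compound preincubation 140 s before EC20 acetylcholine addition. Signal: Fluo-8 calcium fluorescence. Measure: % activation relative to EC20 and EC100 ACh responses. Repeats: singlicate, one well per test compound.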
CHRM4 PAM – CHRM4 positive allosteric modulation. P08173. CHO-K1 hM4/Gqi5, Fluo-8 calcium fluorescence, ACh EC20; 0% = ACh EC20, 100% = maximal ACh. activation, % at 3 µM. actives 0.4% (n = 360,000). AID 624126;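 active = activation above its plate's cutoff, the mean activation of sample wells plus 3 SD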; also: some results filed as inactive read as strong as hits
M1 PAM – positive allosteric modulators of human M1 muscarinic receptor. P11229. CHO-K1 hM1, Fluo-8 calcium fluorescence, ACh EC20; 0% = ACh EC20, 100% = maximal ACh. actives 0.088% (n = 360,000). activation, % at 3 µM; in the data active = activation above about 19%, passing the limit was not always enough
Target sequence (P11229 whole entry, looked up): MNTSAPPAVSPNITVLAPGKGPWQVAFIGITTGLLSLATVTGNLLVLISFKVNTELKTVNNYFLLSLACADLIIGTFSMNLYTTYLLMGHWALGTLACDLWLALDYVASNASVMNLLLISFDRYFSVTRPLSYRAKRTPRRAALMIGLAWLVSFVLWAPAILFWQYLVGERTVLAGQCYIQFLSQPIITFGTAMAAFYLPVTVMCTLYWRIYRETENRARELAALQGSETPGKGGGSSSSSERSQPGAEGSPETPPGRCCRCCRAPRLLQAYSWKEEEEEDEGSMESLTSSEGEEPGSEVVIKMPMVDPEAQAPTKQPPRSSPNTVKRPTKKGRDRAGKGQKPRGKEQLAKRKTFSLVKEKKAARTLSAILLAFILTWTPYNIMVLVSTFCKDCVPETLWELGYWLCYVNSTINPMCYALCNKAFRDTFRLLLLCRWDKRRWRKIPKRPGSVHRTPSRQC
CRFBP-R2 agonist – CRF-BP/CRF-R2 complex agonism | HEK293 CRF-R2/CRF-BP, calcium dye fluorescence (FLIPR); percent of saturating CRF peptide response | activation, % at 13.2 µM | AID 588473 | actives 0.46% (n = 350,000);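 active = activation of at least 50%, plus an integration ratio under a set limit after plate pattern correction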;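 also: plate controls were neutral control wells without compound for no effect and CRF at EC100 for full effect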
CHRM5 antagonist – antagonists of human muscarinic M5 receptor (CHRM5); actives 0.59% (n = 360,000); CHO-hM5 cells, Fluo-8 calcium fluorescence, ACh EC80; AID 624040; P08912; inhibition, % at 3 µM;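 active = inhibition above a per-plate cutoff, the mean of that plate's test compounds plus 3 SD, cut at about 27% in these data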;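 also: 0% = acetylcholine EC80 with DMSO and 100% = DMSO without agonist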
CHRM1 antagonist – blocks human M1 muscarinic receptor; actives 1.3% (n = 360,000); inhibition, % at 3 µM; P11229; CHO-K1 hM1, Fluo-8 calcium fluorescence, ACh EC80 antagonist;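 active = percent inhibition above its own plate's cutoff, namely the mean of that plate's compound wells plus 3 SD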;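 also: peak over basal fluorescence ratio during 140 s after agonist addition; 0% = ACh EC80 plus DMSO and 100% = DMSO alone without agonist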
M5 ag – agonists of human muscarinic M5 receptor (CHRM5). P08912. CHO-K1 hM5 cells, Fluo-8 calcium fluorescence; 0% DMSO wells, 100% maximal acetylcholine response. activation, % at 3 µM. actives 0.19% (n = 360,000). AID 624037;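 active = activation above the run's mean over test compounds plus 3 SD, cut at about 23% in these data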;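 also: signal is peak over basal fluorescence ratio across the kinetic read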
Numbers without * were called inactive.

For O=C(OCc1cn([C@H]2CN(CC3CCCCC3)[C@@H](c3ccccc3)C[C@@H]2O)nn1)c1ccccc1 the results were M4 antag 2.4, CHRM4 agonist 0.3, M5 PAM 1.7, CHRM4 PAM -1.3, M1 PAM -1.2, CRFBP-R2 agonist -0.1, CHRM5 antagonist -0.8, CHRM1 antagonist -4.4 and M5 ag 1.2.
For Cc1nc2nc(-c3cccs3)[nH]c2cc1Br the results were M4 antag 1.0, CHRM4 agonist 1.9, M5 PAM -1.8, CHRM4 PAM -1.1, M1 PAM 2.9, CRFBP-R2 agonist 1.1, CHRM5 antagonist -0.6, CHRM1 antagonist -2.6 and M5 ag 0.6.
CC(=O)NCCNC(=O)C1CCCCN1S(=O)(=O)c1ccccc1 (stereo not given) was read as M4 antag -5.1, CHRM4 agonist 0.0, M5 PAM -0.4, CHRM4 PAM 1.7, M1 PAM 2.3, CRFBP-R2 agonist 0.7, CHRM5 antagonist -11.5, CHRM1 antagonist -2.7 and M5 ag -2.0.
For COCCN1C(=O)/C(=C/c2ccc(Oc3ccc([N+](=O)[O-])cn3)c(OC)c2)SC1=Nc1ccccc1 the results were M4 antag 12.0, CHRM4 agonist 0.5, M5 PAM -1.7, CHRM4 PAM -5.9, M1 PAM 2.2, CRFBP-R2 agonist 3.1, CHRM5 antagonist 4.4, CHRM1 antagonist 0.4 and M5 ag 0.0.
For CCN(Cc1ccc(N(C)C)cc1)C(C)C(=O)Nc1ccc(S(=O)(=O)N2CCCC2)cc1 (stereo not given) the results were M4 antag 2.8, CHRM4 agonist 0.3, M5 PAM 2.7, CHRM4 PAM -1.9, M1 PAM -16.0, CRFBP-R2 agonist -0.5, CHRM5 antagonist 0.7, CHRM1 antagonist 25.4 and M5 ag -1.9.
`COc1cccc(CNC(=O)CCC(=O)N2Cc3cccc(OC)c3Oc3ncccc32)c1OC` gave M4 antag 9.4, CHRM4 agonist 0.1, M5 PAM -6.4, CHRM4 PAM -4.9, M1 PAM -4.6, CRFBP-R2 agonist -0.4, CHRM5 antagonist 15.8, CHRM1 antagonist 3.3 and M5 ag -3.7.
Screening CCOC(=O)c1c(S(=O)(=O)NCC(=O)NCc2ccccc2)c(C)n(C)c1C returned M4 antag 2.2, CHRM4 agonist 1.3, M5 PAM 5.9, CHRM4 PAM 0.6, M1 PAM 10.4, CRFBP-R2 agonist -0.8, CHRM5 antagonist -5.4, CHRM1 antagonist -10.3 and M5 ag -4.0.
`C=CCn1c(C)nc2c(cnn2-c2ccccc2)c1=O` gave M4 antag 3.6, CHRM4 agonist 3.0, M5 PAM -1.4, CHRM4 PAM -3.5, M1 PAM -4.7, CRFBP-R2 agonist -0.8, CHRM5 antagonist 4.2, CHRM1 antagonist 4.8 and M5 ag 0.5.
`O=C(C(=Cc1ccc(F)cc1)c1ccccc1)c1ccc(O)cc1` gave M4 antag 0.2, CHRM4 agonist 0.0, M5 PAM 0.6, CHRM4 PAM 1.7, M1 PAM 7.5, CRFBP-R2 agonist 0.6, CHRM5 antagonist 8.7, CHRM1 antagonist -16.9 and M5 ag 0.5.
For Clc1cccc(Cn2ncc3ccccc32)c1 the results were M4 antag 4.6, CHRM4 agonist -0.7, M5 PAM -3.8, CHRM4 PAM -5.0, M1 PAM 4.7, CRFBP-R2 agonist -0.2, CHRM5 antagonist 11.4, CHRM1 antagonist -5.4 and M5 ag -5.1.
`COc1cc(N)c(Cl)cc1Cl` gave M4 antag 3.5, CHRM4 agonist 2.0, M5 PAM 3.0, CHRM4 PAM -2.3, M1 PAM 7.2, CRFBP-R2 agonist 0.2, CHRM5 antagonist -10.0, CHRM1 antagonist -6.1 and M5 ag -1.4.
For COc1ccc(Cn2c(-c3ccco3)nc3oc4ccccc4c(=O)c3c2=O)cc1 the results were M4 antag -0.6, CHRM4 agonist 0.4, M5 PAM -0.2, CHRM4 PAM 5.9, M1 PAM 6.2, CRFBP-R2 agonist -0.8, CHRM5 antagonist -0.1, CHRM1 antagonist -10.1 and M5 ag -2.9.
`C=CCn1c(SCC(=O)NC(=O)NC2CCCC2)nnc1C1CCCCC1` gave M4 antag -6.1, CHRM4 agonist 0.2, M5 PAM 3.8, CHRM4 PAM 2.1, M1 PAM 8.6, CRFBP-R2 agonist -0.4, CHRM5 antagonist 0.0, CHRM1 antagonist -8.1 and M5 ag -4.5.
Screening NC(=O)C1CCN(C(=O)C2CC(=O)N(c3ccc4c(c3)OCCO4)C2)CC1 (stereo not given) returned M4 antag 5.4, CHRM4 agonist 1.3, M5 PAM -8.0, CHRM4 PAM 8.4, M1 PAM -1.9, CRFBP-R2 agonist 0.3, CHRM5 antagonist 3.0, CHRM1 antagonist 5.1 and M5 ag 0.5.
O=C(Nc1cccc(-c2cn3ccccc3n2)c1)c1cccs1 was read as M4 antag -2.3, CHRM4 agonist 2.8, M5 PAM -0.8, CHRM4 PAM 7.8, M1 PAM 1.4, CRFBP-R2 agonist -0.6, CHRM5 antagonist 6.6, CHRM1 antagonist 2.4 and M5 ag -1.2.
`CCOc1ccc(N(CC(=O)NCc2ccc(OC)cc2)S(=O)(=O)c2c(C)[nH]c(=O)[nH]c2=O)cc1` gave M4 antag -6.8, CHRM4 agonist 0.6, M5 PAM -5.0, CHRM4 PAM 0.7, M1 PAM 14.4, CRFBP-R2 agonist -1.1, CHRM5 antagonist 10.0, CHRM1 antagonist -7.9 and M5 ag -5.1.
Screening Cc1cccc2nc(COc3ccc(Cl)c4cccnc34)cn12 returned M4 antag 5.4, CHRM4 agonist 0.8, M5 PAM -5.8, CHRM4 PAM -1.8, M1 PAM 3.9, CRFBP-R2 agonist -1.2, CHRM5 antagonist 14.5, CHRM1 antagonist 3.8 and M5 ag -3.0.
`O=C(N/N=C\c1cn(-c2ccccc2)nc1-c1ccccc1)c1ccc(Br)o1` gave M4 antag 27.1*, CHRM4 agonist 9.3, M5 PAM -9.3, CHRM4 PAM 26.8, M1 PAM -5.8, CRFBP-R2 agonist -2.8, CHRM5 antagonist 13.9, CHRM1 antagonist 10.2 and M5 ag -3.5.
For CC(C)c1ccc(CC(=O)N2CCC2(C)C(=O)NCCC#N)cc1 (stereo not given) the results were M4 antag -0.3, CHRM4 agonist 0.3, M5 PAM -4.5, CHRM4 PAM -0.1, M1 PAM 5.5, CHRM5 antagonist 8.8, CHRM1 antagonist -15.9 and M5 ag 0.6.
For CC(=O)c1c(C)[nH]c(C(=O)NCc2cccc(Cl)c2)c1C the results were M4 antag 10.3, CHRM4 agonist 2.9, M5 PAM -10.2, CHRM4 PAM -15.3, M1 PAM -1.9, CRFBP-R2 agonist 2.1, CHRM5 antagonist 4.7, CHRM1 antagonist 8.3 and M5 ag 5.2.
OC(c1cc(F)cc(Cl)c1)c1ncc(-c2ccccc2Cl)[nH]1 (stereo not given) was read as M4 antag 2.9, CHRM4 agonist 6.2, M5 PAM -3.3, CHRM4 PAM -10.7, M1 PAM 2.3, CHRM5 antagonist 3.1, CHRM1 antagonist -8.0 and M5 ag 0.2.
Screening CC1Sc2ccc(Cl)cc2-c2nc(N)ncc21 (stereo not given) returned M4 antag 0.6, CHRM4 agonist 0.5, M5 PAM -8.5, CHRM4 PAM 4.5, M1 PAM -3.0, CRFBP-R2 agonist 0.8, CHRM5 antagonist 14.2, CHRM1 antagonist 12.7 and M5 ag -0.2.
`O=C(N/N=C/c1ccc(OC(=O)c2ccccc2)cc1)c1cccnc1` gave M4 antag -3.1, CHRM4 agonist 10.9, M5 PAM -4.4, CHRM4 PAM -9.0, M1 PAM 1.7, CRFBP-R2 agonist -1.2, CHRM5 antagonist 11.4, CHRM1 antagonist -0.1 and M5 ag 2.4.
Screening CCCCN1C(=O)N(CCc2ccc(F)cc2)S(=O)(=O)c2cc(C(F)(F)F)ccc21 returned M4 antag -4.1, CHRM4 agonist -0.1, M5 PAM -1.5, CHRM4 PAM -5.8, M1 PAM -10.4, CRFBP-R2 agonist 7.7, CHRM5 antagonist -13.5, CHRM1 antagonist 3.2 and M5 ag -1.6.
Screening O=C(NCCCN1CCCC1=O)c1ccc(Cl)c(S(=O)(=O)N2CCCCC2)c1 returned M4 antag -5.9, CHRM4 agonist 0.5, M5 PAM -1.0, CHRM4 PAM 12.7, M1 PAM 0.8, CRFBP-R2 agonist 2.5, CHRM5 antagonist 8.3, CHRM1 antagonist 7.5 and M5 ag 1.0.
For Cc1occc1C(=O)N/N=C/c1ccccc1[N+](=O)[O-] the results were M4 antag 5.0, CHRM4 agonist 1.0, M5 PAM 10.9, CHRM4 PAM -1.1, M1 PAM 7.0, CRFBP-R2 agonist -1.3, CHRM5 antagonist -3.0, CHRM1 antagonist -10.6 and M5 ag 6.4.
COc1ccc(CN2CCC[C@]3(N[C@H](c4ccc(C)cc4)[C@@H]4C(=O)N(Cc5ccccc5)C(=O)[C@@H]43)C2=O)cc1 was read as M4 antag -14.7, CHRM4 agonist 5.1, M5 PAM -4.6, CHRM4 PAM -0.7, M1 PAM -4.8, CRFBP-R2 agonist 0.0, CHRM5 antagonist 1.4, CHRM1 antagonist 0.9 and M5 ag 0.3.
`COc1ccc(C)cc1NS(=O)(=O)c1ccc2c(c1)n(C)c(=O)n2C` gave M4 antag -7.0, CHRM4 agonist 3.6, M5 PAM -9.2, CHRM4 PAM -1.9, M1 PAM 1.5, CRFBP-R2 agonist -3.7, CHRM5 antagonist 6.3, CHRM1 antagonist -2.9 and M5 ag -1.2.
`CCCC(=O)NC(=S)Nc1ccc(C(C)=O)cc1` gave M4 antag -17.5, CHRM4 agonist 1.3, M5 PAM 8.3, CHRM4 PAM 13.4, M1 PAM 11.5, CRFBP-R2 agonist 0.1, CHRM5 antagonist -8.8, CHRM1 antagonist -5.1 and M5 ag -4.3.
Screening Cc1ccc(-c2nc3ccccc3s2)cc1NC(=S)NC(=O)/C=C/c1ccco1 returned M4 antag -7.4, CHRM4 agonist 1.2, M5 PAM 5.4, CHRM4 PAM 4.0, M1 PAM 3.7, CRFBP-R2 agonist 8.4, CHRM5 antagonist -6.5, CHRM1 antagonist -0.5 and M5 ag -1.9.
For O=C(NCc1cccnc1)C(=O)NCC1OCCN1S(=O)(=O)c1ccc(F)cc1 (stereo not given) the results were M4 antag -24.7, CHRM4 agonist 0.1, M5 PAM 2.5, CHRM4 PAM 7.8, M1 PAM 6.4, CRFBP-R2 agonist 1.6, CHRM5 antagonist -4.2, CHRM1 antagonist -9.2 and M5 ag 2.5.
For CC(C)CSc1ncnc2c1oc1nc3c(cc12)COC(C)(C)C3 the results were M4 antag 6.9, CHRM4 agonist 0.2, M5 PAM -7.1, CHRM4 PAM -4.9, M1 PAM -0.2, CRFBP-R2 agonist 2.0, CHRM5 antagonist 3.7, CHRM1 antagonist -2.0 and M5 ag 3.8.
`CC(C)Cc1ccc(S(=O)(=O)NCC2CCCO2)cc1` (stereo not given) gave M4 antag 3.5, CHRM4 agonist 3.4, M5 PAM -16.0, CHRM4 PAM -2.3, M1 PAM 1.7, CRFBP-R2 agonist -1.4, CHRM5 antagonist -13.3, CHRM1 antagonist -12.8 and M5 ag 1.9.

The order is random; 2.8% or so of the library scored in one or more.
